SW480 rerep – DNA re-replication induction in SW480 cells | AID 624297 | Potency, µM (series often up to 46.1 µM), for the others: at the top dose re-replication activation, hits mostly activators | SW480 DNA re-replication, Hoechst DNA content imaging, 48 h | 340,000 tested, 1.8% active; note: potency is the fitted concentration of half-maximal effect; % of control where 0% means no effect; nearly all actives have a fitted effect of over 55% in size
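Hoechst fluorescence of nuclei (405 nm excitation, 500-530 nm emission) measured by plate-scanning imager after 48 hr compound exposure at 37 C; re-replication scored as increased number of nuclei with elevated intensity.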
MCF10A rereplic – inducers of DNA re-replication in MCF 10A breast cells | MCF 10A DNA re-replication, Hoechst nuclear intensity, 48 h | Potency, µM (highest dose often 46.1 µM), for inactives: top-dose activity, positive = re-replication, usual class: activators | 350,000 tested, 2.9% active | AID 624296; note: potency is the fitted concentration of half-maximal effect; % of control where 0% means no effect; nearly all actives have a fitted effect of over 50% in size
HT1080NT lethal – kills 2HG-producing HT-1080-NT fibrosarcoma cells | 360,000 tested, 1.6% active | Potency, µM (doses to about 46.1 µM), for inactives: at the top dose activity, negative = less viability, actives largely listed as cytotoxic | HT-1080-NT fibrosarcoma viability, CellTiter-Glo ATP luminescence, 48 h;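 note: NT is the 2HG producing partner of a matched IDH1 knockdown line; potency is the fitted concentration of half-maximal effect; 0% = DMSO-treated cells and -100% = media-only wells without cells; nearly all actives have a fitted effect of over 55% in size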
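Viability of the 2HG-overproducing fibrosarcoma line after 48 hours of compound exposure at 37 degrees C was determined by luminescence with CellTiter-Glo, and concentration-effect curves were then fitted and categorized.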
KB-3-1 cytotox – kills parental KB-3-1 adenocarcinoma cells; KB-3-1 viability, CellTiter-Glo ATP luminescence, 72 h; Potency, µM (highest dose often 46.1 µM), for the others: top-dose activity change, negative = cytotoxic, most hits filed as cytotoxic; 400,000 tested, 1.4% active; AID 1347075; note: potency is the fitted concentration of half-maximal effect; % is set by controls: 0 for no effect and ±100 for the full control effect; nearly all actives have a fitted effect of over 60% in size
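Here the drug-naive KB-3-1 line serves as comparator for MDR sub-line selectivity; cells received compound titrations, 72 h at 37 °C, then CellTiter-Glo readout.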
KB-V1 MDR tox – kills drug-selected multidrug resistant KB-V1 cells; KB-V1 MDR cells viability, CellTiter-Glo, 72 h; Potency, µM (series often up to 46.1 µM), for the others: at the highest dose activity change, negative = cytotoxicity, hits mostly cytotoxic; 400,000 tested, 3.4% active; AID 1347076; note: potency is the fitted concentration of half-maximal effect; % is set by controls: 0 for no effect and ±100 for the full control effect; nearly all actives have a fitted effect of over 60% in size
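KB-V1, DMEM (no phenol red) + 10% FBS; cpd pin-transferred, titration series; 72 h, 37 degrees C; CellTiter-Glo, luminescence. Data normalized, curve-fit.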
ATXN2 expr inh – inhibitors of ATXN2 expression; HEK-293 ATXN2-luciferase reporter, luminescence, 24 h; Potency, µM (highest dose often 57 µM), for the others: at the top dose activity change, negative = inhibition, most hits filed as inhibitors; 360,000 tested, 0.72% active; AID 1745845; note: potency is the fitted concentration of half-maximal effect; % is set by controls: 0 for no effect and ±100 for the full control effect; nearly all actives have a fitted effect of over 55% in size
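ATXN2-luciferase reporter cells (luciferase flanked by upstream and downstream ATXN2 gene portions) were treated 24 h at 37 °C with compounds at up to 57 uM. SteadyGlo luminescence gave expression; GF-AFC fluorescence gave viability.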
IL1B secr inh – inflammasome signaling inhibition, IL-1 beta readout; THP-1 LPS/ATP IL-1B secretion, AlphaLISA, 16 h; hits give low values; 360,000 tested, 4.7% active; AID 743279; activity change, % at 57.5 µM; in the data active = activity change below about -50%; inconclusive = mostly about -30% to -49%; note: % is set by controls: 0 for no effect and ±100 for the full control effect
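Secreted IL-1B measured by AlphaLISA bead assay after 16 h compound exposure of THP-1 cells; compounds (final up to 57.5 uM) added 1 h before LPS (250 ng/mL) and ATP (1.25 mM) stimulation; lower signal means less secretion.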
HT1080 IDH1KD tx – toxicity to HT-1080 IDH1 knockdown cells (counter line) | Potency, µM (series often up to 46.1 µM), without a hit: at the highest dose activity, negative = toxicity, usual class: cytotoxic | 360,000 tested, 2% active | HT-1080 IDH1 knockdown viability, ATP luminescence, 48 h;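 note: potency is the fitted concentration of half-maximal effect; 0% = DMSO wells and -100% = cell-free medium wells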
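Using the IDH1-knockdown HT-1080 line run in the same batch and compound series as the NT line, viability after 48 h at 37 °C was determined by CellTiter-Glo luminescence and expressed as % activity.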
WRN inhibitor – inhibitors of human WRN helicase | AID 651768 | Potency, µM (highest dose often 114 µM), without a hit: at the top dose activity change, negative = inhibition, usual class: inhibitors | 360,000 tested, 0.46% active | Q14191 | WRN helicase unwinding, fluorescent forked duplex, kinetic; note: potency is the fitted concentration of half-maximal effect; % is set by controls: 0 for no effect and ±100 for the full control effect; nearly all actives have a fitted effect of over 55% in size
Target sequence (Q14191 whole entry, looked up): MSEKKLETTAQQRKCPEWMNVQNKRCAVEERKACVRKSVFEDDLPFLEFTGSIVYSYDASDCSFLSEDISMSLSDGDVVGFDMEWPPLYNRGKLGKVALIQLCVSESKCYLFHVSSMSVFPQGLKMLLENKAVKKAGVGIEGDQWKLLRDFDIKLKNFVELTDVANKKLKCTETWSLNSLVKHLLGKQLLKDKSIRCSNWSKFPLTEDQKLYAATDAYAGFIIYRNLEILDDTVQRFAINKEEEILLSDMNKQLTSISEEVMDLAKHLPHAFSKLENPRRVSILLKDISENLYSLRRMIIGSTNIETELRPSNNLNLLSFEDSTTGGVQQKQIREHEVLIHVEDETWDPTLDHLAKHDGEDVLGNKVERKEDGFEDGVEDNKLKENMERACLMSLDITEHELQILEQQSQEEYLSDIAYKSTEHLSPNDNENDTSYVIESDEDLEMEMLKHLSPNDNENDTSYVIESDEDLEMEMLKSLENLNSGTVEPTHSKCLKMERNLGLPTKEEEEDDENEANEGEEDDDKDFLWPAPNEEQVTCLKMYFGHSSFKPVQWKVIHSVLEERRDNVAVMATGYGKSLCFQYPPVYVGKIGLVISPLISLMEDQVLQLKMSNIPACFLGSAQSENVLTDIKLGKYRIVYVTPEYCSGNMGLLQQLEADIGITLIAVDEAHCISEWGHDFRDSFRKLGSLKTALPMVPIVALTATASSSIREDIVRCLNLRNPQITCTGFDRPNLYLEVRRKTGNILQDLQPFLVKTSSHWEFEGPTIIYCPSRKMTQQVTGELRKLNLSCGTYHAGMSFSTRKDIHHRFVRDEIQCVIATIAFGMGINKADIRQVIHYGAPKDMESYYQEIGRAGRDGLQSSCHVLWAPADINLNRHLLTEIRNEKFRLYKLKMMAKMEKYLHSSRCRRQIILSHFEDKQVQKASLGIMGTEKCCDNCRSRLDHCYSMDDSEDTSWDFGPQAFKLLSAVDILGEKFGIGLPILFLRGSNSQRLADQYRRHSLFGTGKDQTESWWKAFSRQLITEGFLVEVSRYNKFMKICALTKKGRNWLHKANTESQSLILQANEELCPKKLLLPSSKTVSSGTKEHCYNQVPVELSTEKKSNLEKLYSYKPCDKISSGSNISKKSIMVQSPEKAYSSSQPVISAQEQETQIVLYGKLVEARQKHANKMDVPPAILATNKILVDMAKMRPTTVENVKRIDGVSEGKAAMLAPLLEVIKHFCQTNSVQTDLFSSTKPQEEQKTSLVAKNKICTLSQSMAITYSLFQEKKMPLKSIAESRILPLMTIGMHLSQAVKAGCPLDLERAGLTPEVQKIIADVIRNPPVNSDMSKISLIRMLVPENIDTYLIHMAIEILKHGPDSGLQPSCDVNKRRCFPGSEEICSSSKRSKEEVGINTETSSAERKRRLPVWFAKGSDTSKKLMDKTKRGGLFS
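Enzyme (20 nM final) and test compound sit together 15 min at room temperature before substrate addition. Substrate is a single-forked duplex oligonucleotide (100 nM) labelled with fluorophore and quencher, with 2 mM ATP; helicase unwinding raises red fluorescence, read kinetically.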
An asterisk follows results filed as active; i = inactive; ? = inconclusive; · = not tested or not shown; [ ] = another dose, or the depositor's remark. Unless noted, calls come from the whole dose curve; as a rule, active = well fitted curve in the direction sought with a large enough effect; inconclusive = small, poorly fitted or top-dose-only effect, or another doubt; inactive = no such curve, though single readings can be large; an effect the other way counts as inactive or inconclusive.

Below each compound – HT1080NT lethal | KB-3-1 cytotox | MCF10A rereplic | HT1080 IDH1KD tx | KB-V1 MDR tox | SW480 rerep | IL1B secr inh | WRN inhibitor | ATXN2 expr inh
> Cc1occc1-c1nnc(SCC(=O)N2CCc3ccccc32)o1
→ -2% | 0% | -2% | 4% | -13% | -1% | -9 | -9% | -9%
> Cn1c(=O)[nH]c(=O)c2c1nc(Br)n2CCSc1nc2ccccc2o1
→ 4% | ? | 4% | -7% | ? | -3% | 5 | -6% | 2%
> CCCOc1cccc(-c2cc(-c3n[nH]c(=S)n3CC)c3ccccc3n2)c1
→ -3%[9.24 µM] | -10% | ? | ? | ? | ? | -13 | -20% | 8%
> Cc1cc(-c2nnc(SCC(=O)Nc3ccc(F)cc3F)n2N)n[nH]1
→ 6% | 15% | 0% | 17% | 4% | 4% | -10 | 2% | 8%
> CN(c1ccccc1C(=O)N1CCCC1)S(C)(=O)=O
→ 13% | -6% | -4% | 11% | 15% | -6% | 0 | -12% | 0%
> Nc1nc(-c2ccccn2)nc(N)c1Cc1ccc(Cl)cc1Cl
→ ? | ? | ? | ? | ? | 10µM* | -15 | 7% | ?
> COc1cccc(C(=O)NNC(=O)Cc2cccs2)c1
→ 18% | -1% | -11% | 17% | 8% | 2% | 0 | 6% | ·
> Cc1ccc(CN(C)C(=O)C2CCC(=O)N(CCc3ccccc3)C2)o1 (stereo not given)
→ 9% | -8% | 2% | 15% | -7% | 5% | -1 | 7% | 40%[activator]
> O=C(NCc1ccccc1)c1ccccc1Br
→ 12% | -2% | -45%[inhibitor] | 19% | -1% | -11% | 2 | 2% | 2%
> COc1ccc(CCNC(=O)CSc2nnnn2-c2ccccc2)cc1
→ 3% | 9% | 1% | 15% | -16% | -4% | 19 | 8% | 2%
> Cc1c(NC(=S)NC(=O)c2ccccc2Br)c(=O)n(-c2ccccc2)n1C
→ 6% | 3% | -2% | 10% | 7% | -5% | 29 | 10% | -20%
> CC(Cc1cccs1)NC(=O)Nc1cccc(Cl)c1 (stereo not given)
→ -15% | -6% | 2% | -10% | -14% | -11% | -1 | -10% | -12%
> CC(=O)N1CCN(C(=S)c2cccc([N+](=O)[O-])c2)CC1
→ 4% | -1% | 3% | 6% | 4% | -3% | 14 | 1% | 0%
> CC(/C=C/c1ccc2c(c1)OCO2)=N/NC(=O)c1ccc(C)nc1
→ -19% | ? | ? | -26% | ? | ? | i | -15% | 6%
> O=C1C2C3C=CC(C4CC34)C2C(=O)N1c1ccc2c(c1)OCO2 (stereo not given)
→ 2% | 2% | -12% | -7% | -7% | ? | -13 | 1% | 5%
> CC(C)(C)c1ccccc1NC(=O)c1cccnc1
→ 7% | 20% | 1% | 7% | 13% | -4% | -3 | 2% | 1%
> COc1ccc(S(=O)(=O)N2CCCOC2CNC(=O)C(=O)NCCc2ccco2)cc1C (stereo not given)
→ 16µM* | 6.5µM* | ? | 18µM* | -34% | 18µM* | 51 | 0% | -6%
> O=C(CSc1nnc(-c2csc3c2CCCC3)o1)Nc1ccccc1
→ -11% | ? | 2% | -3% | -14% | -15% | -50* | 0% | 61%[activator]
> O=[N+]([O-])c1ccccc1S(=O)(=O)Oc1ccccc1/C=N/n1cnnc1
→ -19% | 0% | ? | -6% | -5% | 1% | 20 | 0% | 1%
> Cc1nnc(SCC(=O)N2CCc3ccccc32)n1-c1ccccc1
→ -12% | 9% | 1% | -13% | -4% | -1% | 0 | -3% | 2%
> CCOC(=O)Nc1ccc2c(CNC(C)c3ccccc3OC)cc(=O)oc2c1 (stereo not given)
→ -2% | -23% | 18µM* | -7% | -2% | 24% | -7 | -9% | ?
> COc1ccc(C(C)(O)c2nc(-c3cccc(C#N)c3)cs2)cc1 (stereo not given)
→ -22% | ? | · | ? | 0% | · | 9 | -9% | -7%
> NC(=O)c1ccc(Oc2ccc3ccc(=O)oc3c2)c([N+](=O)[O-])c1
→ 3% | 7% | -1% | 7% | 29% | -8% | -5 | -15%[11.6 µM] | 0%[11.3 µM]
> CCc1ccccc1NC(=O)CN(C)C(=O)CSc1nnc(Nc2cccc(C)c2)s1
→ 6% | -2% | 13% | 6% | ? | 14% | -6 | 13% | 0%
> C/C=C\C(=O)Nc1cccc(C2=NOC3(C2)C[C@@H](C(N)=O)N(C(=O)COc2ccc(Cl)cc2)C3)c1 (stereo not given in full)
→ -1% | 0% | 7% | 5% | 21% | -2% | -20 | -9% | 0%
> CN(C[C@H](Cc1ccccc1)N(C[C@H](Cc1ccccc1)N(CCc1cc(C(F)(F)F)cc(C(F)(F)F)c1)N=O)N=O)N=O
→ 11% | 0% | -16% | 10% | -12% | -1% | -8 | -7% | 4%
> O=C(OCn1nnc2ccccc2c1=O)c1ccc2ccccc2n1
→ 2% | -2% | 2% | 8% | 8% | 1% | 30 | -4% | 7%
> C=C1CCN([C@@H](Cc2ccccc2)C(=O)NC2CCN(Cc3ccccc3)CC2)S(=O)(=O)c2ccccc21
→ 4% | 15% | 1% | 0% | 15% | -1% | 4 | -6% | 4%
> COc1ccc(CCNS(=O)(=O)c2ccc3c(c2)OCCO3)cc1
→ 3% | 6% | -1% | -12% | -15% | 4%[9.22 µM] | -1 | 2% | 7%
> CCNC(=S)NNC(=O)c1cc(-c2ccc(OC)cc2)nc2ccccc12
→ 10µM* | ? | 14% | 18µM* | 9.2µM* | · | -4 | -14% | -28%
> COc1ccccc1C(=O)NC(=O)Cn1nc(C)c([N+](=O)[O-])c1C
→ 3% | -16% | 1% | 7% | 3% | -2% | -7 | 2% | 2%
> CCCN(CCC)c1nc(Cl)nc(NCCN2CCOCC2)n1
→ -3% | 0% | -3% | -4% | -25% | -4% | 25 | 2% | ·
> CCN1CCN(c2ncc(C(=O)N3CCCc4ccccc43)c3ccccc23)CC1
→ -10% | -12% | 3% | -17% | 0% | 8% | -9 | 6% | 2%
> CC(C)(C)NC(=O)C(c1cccs1)N(CC1CCCO1)C(=O)c1ccc(-c2ccccc2)[nH]1 (stereo not given)
→ -9% | ? | ? | -18% | ? | ? | ? | -7% | -1%
> CCCN=C1N(C)C[C@@H]2[C@@H]3C(=O)N(Cc4ccccc4)C(=O)[C@@H]3[C@](C)(C(=O)OC)N12
→ 15% | 18% | 1% | 10% | 10% | 0% | 26 | 3% | 13%
> CCN(CC)c1ccc(/C=N/NC(=O)CNC(=O)c2cccnc2)cc1
→ -8% | -8% | 3% | -8% | 3% | -3% | -7 | -5% | 7%
> N/C(COc1ccc(Cl)cc1Cl)=N\O
→ -1% | 1% | -2% | -2% | -13% | -6% | -13 | -8% | ·
> CC1CCCCC1NC(=O)NC(=O)COC(=O)c1cncc(Br)c1 (stereo not given)
→ 1% | 14% | 2% | 6% | 5% | -1% | 0 | 1% | 6%
> Cc1cccc(C(C)C)c1NC(=O)COC(=O)C1CC(=O)N(Cc2ccccc2)C1 (stereo not given)
→ 6% | 2% | -2% | 15% | 17% | 2% | 3 | 2% | 11%
> CCSc1nnc(NC(=O)CSc2nnc(Cc3cccn3C)n2-c2ccc(C)cc2)s1
→ -21% | 3% | -2% | 2% | 0% | 4% | 0 | -14% | 4%
> CC(C)(C)c1ccc(/C=C(\C#N)C(=O)Nc2ccccn2)cc1
→ 2% | 2% | -3% | 0% | 28% | -19% | -4 | -7% | -12%
> O=C(O)CCn1[nH]c(=O)c2ccccc2c1=O
→ 11% | 11% | -9% | 15% | 9% | -15% | 28 | 4% | 0%
> Cc1nc(N2CCN(C)CC2)[nH]c(=O)c1Cc1cccc2ccccc12
→ -9% | 7% | 20% | -3% | -2% | -5% | 27 | -1% | 2%
> CC(=O)Nc1ccc(C(=O)COC(=O)c2c(C)noc2C)c(F)c1
→ 0% | · | 4% | -2% | · | -6% | 14 | -19% | -9%
> CC(=O)NCCc1nc2ccccc2n1CCOc1ccccc1
→ 0% | -1% | -1% | -1% | -26% | -5% | -2 | -2% | 4%
> O=C(Nc1ccc(Cl)c([N+](=O)[O-])c1)c1ccco1
→ 7% | 0% | 0% | 10% | 5% | -4% | 27 | -10% | ·
> CCOc1ccc(NC(=O)Cn2nnc(-c3ccccc3NC(=O)c3cccs3)n2)cc1
→ 24% | -5% | ? | 1% | -1% | 4% | 42 | -4% | -22%
> CCSc1nnc(NC(=O)c2cc(-c3ccc(C)c(C)c3O)n[nH]2)s1
→ 0% | -1% | 2% | 2% | -6% | -10% | 12 | 1% | ·
> COc1ccc(C(=O)N2c3cc4c(cc3C(C)=CC2(C)C)OCO4)cc1
→ -20% | ? | ? | -21% | ? | -1% | -28 | -33% | -13%
> CCn1cc(C(=O)NCc2ccco2)c(=O)c2cc(S(=O)(=O)N3CCc4ccccc4C3)ccc21
→ ? | 23µM* | ? | ? | -1% | 26% | -6 | -9%[11.6 µM] | -22%
> CCOC(=O)c1ccc(-n2c(-c3ccco3)nc3ccccc3c2=O)cc1
→ 5% | 6% | -173%[0.0737 µM] | 15% | 16% | -11% | 10 | 2% | -9%
> COc1ccc(S(=O)(=O)Nc2ccccn2)cc1C
→ 3% | -3% | -3% | 13% | 1% | ? | 0 | 6% | -15%
> Cc1cccc(-n2c(=S)[nH]c3nc4c(cc3c2=O)COC(C)(C)C4)c1
→ 3% | 6% | ? | 23% | -8% | -23% | · | 1% | -16%
> Cc1[nH]n(-c2ccccc2)c(=S)c1C=NCCCN=Cc1c(C)[nH]n(-c2ccccc2)c1=S
→ -3% | 12% | 18% | -13% | 22% | 22% | -97* | -25%[57.1 µM] | ?
> CC(=O)Nc1ccc(S(=O)(=O)NCCc2ccccc2)cc1
→ 7% | -24% | 14% | -6% | 5% | -7% | 1 | -9% | -5%
> O=C(CN1CCN(c2ccccn2)CC1)Nc1nc2ccccc2s1
→ 0% | -12% | -3% | 4% | ? | 0% | 4 | -2% | ·

Bioassay records from PubChem BioAssay.
